Source: PubChem (National Center for Advancing Translational Sciences (NCATS))
BAZ2B block: qHTS Assay for Inhibitors of BAZ2B; Potency, µM (titrated, usually from 114 µM), inactives show top-dose activity change, negative = inhibition, most hits filed as inhibitors; AlphaScreen BAZ2B-H3K14Ac peptide displacement; Bromodomain adjacent to zinc finger domain protein 2B (Homo sapiens), Q9UIF8; AID 504333, 2011; actives 4.4% (n = 360,000); note: potency is the fitted concentration of half-maximal effect; % is set by controls: 0 for no effect and ±100 for the full control effect; nearly all actives have a fitted effect of over 60% in size
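BAZ2B 50 nM plus b-H3(5-23)K14Ac 50 nM, PBS pH 7.4/0.01% Tween-20, 30 min RT; compound added (max 110 uM), 30 min RT; streptavidin donor/Ni-chelate acceptor beads 10 ug/mL final, 20 min dark; AlphaScreen read.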
GLS inhibitor: qHTS for Inhibitors of Glutaminase (GLS) | Glutaminase kidney isoform, mitochondrial (Homo sapiens), O94925 | GLS enzymatic activity, qHTS titration | Potency, µM (doses to about 45.5 µM), for the others: at the top dose activity change, negative = inhibition, most hits filed as inhibitors | actives 0.21% (n = 410,000); note: potency is the fitted concentration of half-maximal effect; % is set by controls: 0 for no effect and ±100 for the full control effect
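Assay buffer: 45 mM KH2PO4 pH 8.2, 0.02% Tween-20. hKGA acts on L-glutamine (1 mM solution added); product glutamate is reported by an oxidase/peroxidase Amplex Red coupling, with fluorescence taken at baseline and 30 min.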
ERG-DNA inh: qHTS for Small Molecule Inhibitors of the ERG Ets/DNA interaction | Transcriptional regulator ERG (Homo sapiens), P11308 | fluorescence polarization, His-ERG Ets domain / labelled DNA | Potency, µM (series often up to 76.9 µM), for the others: at the top dose FP activity, negative = inhibition, hits mostly inhibitors | actives 0.028% (n = 370,000); active = well fitted inhibition curve with a large enough effect in the polarisation, with a control signal flat; inconclusive = small, poorly fitted or top-dose-only effect, or effect the other way, or a change in a side signal; inactive = no such curve, though single readings can be large or run the other way; the % refers to the polarisation;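 note: polarization taken with two DNA probes labelled with fluorescein and Texas red; potency is the fitted concentration of half-maximal effect; % of control where 0% means no effect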
Target sequence (P11308 whole entry, looked up, the tested form may be a part): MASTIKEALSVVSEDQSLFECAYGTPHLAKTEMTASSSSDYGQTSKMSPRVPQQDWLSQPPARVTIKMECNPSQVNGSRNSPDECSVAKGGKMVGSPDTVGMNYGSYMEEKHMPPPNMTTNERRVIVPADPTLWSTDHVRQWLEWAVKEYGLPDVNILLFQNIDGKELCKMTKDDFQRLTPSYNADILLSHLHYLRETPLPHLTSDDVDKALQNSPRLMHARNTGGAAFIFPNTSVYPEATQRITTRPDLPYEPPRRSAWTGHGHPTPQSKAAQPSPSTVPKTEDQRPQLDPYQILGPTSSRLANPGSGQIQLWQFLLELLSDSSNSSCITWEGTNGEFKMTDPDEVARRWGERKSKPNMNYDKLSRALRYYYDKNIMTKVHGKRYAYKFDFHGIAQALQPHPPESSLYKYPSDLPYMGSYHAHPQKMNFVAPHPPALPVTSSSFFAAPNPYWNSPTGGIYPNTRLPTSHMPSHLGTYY
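His-tagged ERG Ets domain (1 uM in the protein solution; 300mM KCl, 50mM Tris-HCl, 1mM EDTA, 1mM DTT, pH 7.5) received compound, then a probe mix of 5 nM fluorescein-DNA and 100nM Texas-615-DNA. Fluorescence polarization was read for both dyes.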
Pin1 inhibitor: qHTS Assay to Find Inhibitors of Pin1; Pin1 FP peptide displacement, HiFluor488, 10 min; Potency, µM (highest dose often 115 µM), for inactives: top-dose activity, negative = inhibition, hits mostly inhibitors; Peptidyl-prolyl cis-trans isomerase NIMA-interacting 1 (Homo sapiens), Q13526; actives 0.009% (n = 390,000); active = well fitted inhibition curve with a large enough effect in the polarisation, with a control signal flat, not every such curve was filed as active; inconclusive = small, poorly fitted or top-dose-only effect, or effect the other way, or a change in a side signal; inactive = no such curve, though single readings can be large or run the other way; the % refers to the polarisation; note: potency is the fitted concentration of half-maximal effect; % is set by controls: 0 for no effect and ±100 for the full control effect
HP1b chromo inh: HTS for Inhibitors of HP1-beta Chromodomain Interactions with Methylated Histone Tails | Chromobox protein homolog 1 (Homo sapiens), P83916 | AlphaScreen HP1-beta / biotin-H3K9me3 peptide binding | Potency, µM (top dose mostly 114 µM), inactives show at the highest dose activity change, negative = inhibition, usual class: inhibitors | actives 0.56% (n = 390,000) | AID 540317, 2011; note: potency is the fitted concentration of half-maximal effect; nearly all actives have a fitted effect of over 70% in size; inactives centre near 23
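Compound inhibition of the preformed complex between 50 nM HP1-beta and 50 nM biotinylated H3K9me3 peptide was read by AlphaScreen. Buffer was PBS pH 7.4 with 0.01% Tween-20. Incubations ran 30 min at room temperature, with 10 ug/mL donor/acceptor beads.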
PI4K2A block: qHTS for small molecular inhibitors of PI4K2A. Phosphatidylinositol 4-kinase type 2-alpha (Homo sapiens), Q9BTU6. purified PI4K2A, ADP-Glo luminescence, 1 h; stronger effect = lower value. activity change, negative = inhibition, % at 76.9 µM. actives 0.13% (n = 420,000). AID 1346378, 2018; in the data active = activity change below about -50%; inconclusive = mostly about -30% to -49%;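 note: -100% = wells without enzyme as full effect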
Target sequence (Q9BTU6 whole entry, looked up): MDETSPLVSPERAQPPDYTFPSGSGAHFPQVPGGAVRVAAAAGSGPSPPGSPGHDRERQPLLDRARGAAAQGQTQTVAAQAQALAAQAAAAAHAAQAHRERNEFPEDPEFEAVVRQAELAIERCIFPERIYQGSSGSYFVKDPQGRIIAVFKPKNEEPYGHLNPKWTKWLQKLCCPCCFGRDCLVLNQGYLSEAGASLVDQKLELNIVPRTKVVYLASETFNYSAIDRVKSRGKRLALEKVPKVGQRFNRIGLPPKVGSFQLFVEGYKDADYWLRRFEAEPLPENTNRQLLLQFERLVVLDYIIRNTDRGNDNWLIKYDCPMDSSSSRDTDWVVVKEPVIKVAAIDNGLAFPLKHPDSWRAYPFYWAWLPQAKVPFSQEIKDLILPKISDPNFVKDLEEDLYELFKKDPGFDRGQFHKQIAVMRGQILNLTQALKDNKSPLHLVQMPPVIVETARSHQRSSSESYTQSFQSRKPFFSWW
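PI4K2A activity was measured by ADP-Glo luminescence: enzyme (4 ug/mL stock) and phosphatidylinositol (1.2 mM stock) in Tris pH 7.5/MgCl2/EGTA/Triton X-100 buffer were reacted with ATP (300 microM stock) for one hour at ambient temperature.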
G9a inh: qHTS Assay for Inhibitors of Histone Lysine Methyltransferase G9a. Histone-lysine N-methyltransferase EHMT2 (Homo sapiens), Q96KQ7. G9a H3K9 monomethylation, AlphaScreen, 2 h. Potency, µM (highest dose often 102 µM), for the others: at the top dose activity, negative = inhibition, hits mostly inhibitors. actives 8.8% (n = 350,000); note: potency is the fitted concentration of half-maximal effect; % is set by controls: 0 for no effect and ±100 for the full control effect; nearly all actives have a fitted effect of over 75% in size
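G9a (20 nM) was preincubated 15 min with compound, then reacted 2 h at room temperature with 500 nM biotin-H3K9 peptide and 20 µM SAM. Monomethyl-H3K9 detected by AlphaScreen using anti-H3K9me1 antibody.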
PGK inhibitor: qHTS Assay to Find Inhibitors of Phosphoglycerate Kinase. Phosphoglycerate kinase, glycosomal (Trypanosoma brucei brucei), P07378. PGK/GAPDH coupled, Kinase-Glo luminescence, 60 min. Potency, µM (doses to about 57.5 µM), without a hit: top-dose activity change, negative = inhibition, usual class: inhibitors. actives 0.043% (n = 380,000). AID 602233, 2012; note: potency is the fitted concentration of half-maximal effect; % is set by controls: 0 for no effect and ±100 for the full control effect; nearly all actives have a fitted effect of over 60% in size
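Luminescent ATP detection (Kinase-Glo Plus) follows a 60-minute room-temperature incubation, with wells lacking PGK as controls. Buffer: 100 mM TEA (pH 7.6), 5 mM MgCl2, 0.01% Tween-20. Coupling enzyme GAPDH (100 nM final) supplies unstable 1,3-BPG in-well.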
JMJD2A Tudor: qHTS Assay for Inhibitors of JMJD2A-Tudor Domain; Lysine-specific demethylase 4A (Homo sapiens), O75164; AlphaScreen JMJD2A-Tudor / H3K4me3 peptide binding; Potency, µM (highest dose often 114 µM), inactives show top-dose activity change, negative = inhibition, usual class: inhibitors; actives 4.4% (n = 390,000); AID 504339, 2011; note: potency is the fitted concentration of half-maximal effect; % is set by controls: 0 for no effect and ±100 for the full control effect; nearly all actives have a fitted effect of over 50% in size
Starred values were filed as active, the others as inactive; i = inactive; u = inconclusive; x = not tested or not shown; & = joins results of further samples; [ ] = remark or other dose. Unless noted, calls come from the whole dose curve; as a rule, active = well fitted curve in the direction sought with a large enough effect; inconclusive = small, poorly fitted or top-dose-only effect, or another doubt; inactive = no such curve, though single readings can be large; an effect the other way counts as inactive or inconclusive.

SMILES	BAZ2B block	GLS inhibitor	ERG-DNA inh	Pin1 inhibitor	HP1b chromo inh	PI4K2A block	G9a inh	PGK inhibitor	JMJD2A Tudor
CCCCOCCCNC(=O)c1ccc(OC)cc1	-2%	-2%	-6%	1%	12%	2	2%	-4%	-5%
COc1ccc(NC(C)=O)cc1S(=O)(=O)N1CCc2ccccc21	-17%	-12%	-5%	-4%	32%	-2	-1%	-7%	3%
O=c1[nH]nc(-c2ccc(F)cc2)cc1Cc1ccccn1	-2%	-5%	-17%	-10%	42%[activator]	4	x	i	4%
O=C(CC1CCS(=O)(=O)C1)Nc1ccc[nH]c1=O (stereo unspecified)	9%	-9%	3%	-14%	-1%	-25	u	-1%	-16%
CCOC(=O)C1(CCOc2ccccc2)CCN(Cc2cccs2)CC1	6%	29%	-5%	-5%	16%	-1	38%	-9%	-11%
Cc1ccc(N=Cc2c(O)c3ccccc3n(C)c2=O)cc1	13%	14%	-6%	83%[activator]	29%	3	32%[0.501 µM]	-6%	-19%
O=c1[nH][nH]c(-c2ccccc2)c1C=Nc1ccc(F)cc1F	u	19%	-1%	0%	25%	-7	u	-6%	-7%
O=C(NC1(C(F)(F)F)C(=O)Nc2c1c(=O)[nH]c(=O)n2CCc1ccccc1)c1ccc(Cl)cc1 (stereo unspecified)	-2%	3%	-13%	3%	55%[activator]	1	0%[59 µM]	-1%	-11%
Cc1c(C(=O)Nc2ccc3oc(-c4cccnc4)nc3c2)oc2ccccc12	14%	2%	-2%	22%	0%	2	20%[0.501 µM]	-2%	-18%
Cc1cc(C)n(-c2cc(Cl)ccc2[N+](=O)[O-])n1	9%	9%	4%	0%	-5%	-1	6%	-6%	-13%
CCCCCCOc1ccc(OC(=O)c2ccncc2)cc1	15%	2%	5%	-4%	73%[activator]	2	-8%[59 µM]	-10%	20%
O=C(O)c1ccccc1NCN1C(=O)C2CC=C(Cl)CC2C1=O (stereo unspecified)	-18%	-6%	1%	-1%	27%	-2	7%[2.33 µM]	i	-8%
Nc1ccc(N2CCN(CCCCN3C(=O)C4CCCN4C3=O)CC2)cc1 (stereo unspecified)	u	-1%	-4%	3%	-28%	-4	10µM*	3%	u
CCOC(=O)C(Sc1n[nH]c(N)n1)c1ccccc1 (stereo unspecified)	-6%	19%	1%	-3%	27%	2	13%[59 µM]	-7%	-11%
CCN(CC(=O)Nc1ccc(NC(C)=O)cc1)C(=O)c1n[nH]c(=O)c2ccccc12	-22%	-8%	-2%	0%	33%	2	-1%	-2%	6%
COCC1CCCCN1C(=O)c1cccc(OC2CCN(S(C)(=O)=O)CC2)c1 (stereo unspecified)	4%	-17%	11%	-11%	21%	-1	11%	0%	-2%
CC1CCCCN1CCCNC(=O)Cn1ncc2c3ccccc3n(Cc3ccccc3F)c2c1=O (stereo unspecified)	-1%	3%	12%	1%	27%	-2	8%[59 µM]	1%	-9%
Oc1ccccc1/C=N/Nc1cccc2cccnc12	10%	30%[activator]	5%	1%	61%[activator]	-1	-9%[0.0925 µM]	4%	-21%
CCC(C)NC(=O)CS(=O)Cc1nc(-c2cccc(C)c2)oc1C (stereo unspecified)	12%	1%	-9%	-2%	33%	-2	u	-5%	-26%
CCCc1cc2c(=O)c(-c3ccc4c(c3)OCCO4)coc2cc1OC(=O)c1ccco1	2%[57.1 µM]	8%	-1%	3%	24%	-10	6%	i	-7%
O=C(NC1CCCCC1)c1ccc(-c2cccc([N+](=O)[O-])c2)o1	-8%	1%	-5%	5%	28%	-1	-6%	-3%	-12%
Cc1ccc(N(C)C(=O)c2sc3nc4n(c(=O)c3c2C)CCCC4)cc1C	27%	3%	-5%	u	119%[activator]	-1	-3%[59 µM]	-3%	21%
O=C(NC1CCCCCC1)C(=S)N1CCCC1	6%	5%	3%	0%	31%	0	x	-10%	-14%
CC1(CO)COC2(OC1)C(=O)Nc1ccccc12 (stereo unspecified)	7%	2%	3%	0%	31%	3	2%[0.501 µM]	-8%	-12%
Cc1noc(NS(=O)(=O)c2ccc(NC(=O)c3ccc(N4C(=O)c5ccccc5C4=O)cc3)cc2)c1C	50µM*	0%	-1%	x	-5%	-23	2%	u	-35%
Additional compounds follow.
SMILES	BAZ2B block	GLS inhibitor	ERG-DNA inh	Pin1 inhibitor	HP1b chromo inh	PI4K2A block	G9a inh	PGK inhibitor	JMJD2A Tudor
Cc1noc(C)c1C(=O)OCC(=O)Nc1ccc(S(N)(=O)=O)cc1	6%	-14%	-3%	-1%	22%	10	5%[12.7 µM]	-7%	9%
O=C(NCCO)c1cc([N+](=O)[O-])cc2c1C=Cc1ccccc1O2	6%	-5%	3%	0%	16%	-20	22%	10%	-23%
CC(=O)NS(=O)(=O)c1ccc(NC(=O)/C=C/c2ccco2)cc1	-22%	x	1%	0%	10%	5	45µM*	4%	-17%
O=C(CSCc1ccccc1)Nc1ccc(S(=O)(=O)Nc2ncccn2)cc1	-8%	-2%	6%	-5%	20%	-1	-27%	2%	-16%
c1ccc(CN2CCOCCOCCOCC2)cc1	4%	14%	-3%	-1%	16%	-1	48%[59 µM]	5%	-11%
O=C1c2ccccc2C(=O)C1c1ccc(Cl)cc1	u	0%&17%	9%	-10%	9%	-1	45µM*	i	-19%
Nc1nnc(-c2ccccc2Cl)s1	2%	3%	8%	-12%	-19%	3	22µM*	4%	8%
Cc1cc(C)nc(N2CCC(C(=O)NCc3ccco3)CC2)n1	3%	4%	-6%	1%	31%	-1	10%[59 µM]	-3%	-4%
O=C(NCCCN1CCOCC1)C(=O)NCc1ccccc1	12%	7%	-5%	1%	23%	2	22%[0.501 µM]	-5%	-15%
CC(C)c1nn2c(=O)cc(O)nc2s1	3%	-3%	-18%	u	31%	0	6%	-5%	4%
CCNC(=O)c1cccc(NC(=O)C2CC(=O)N(CCc3ccccc3)C2)c1 (stereo unspecified)	11%	-10%	-2%[15.4 µM]	-6%	14%	-5	8%[0.501 µM]	-2%	-2%
Cc1ccc(NC(=O)NNC(=O)Cn2nc(-c3ccccc3)c(-c3ccccc3)c(C#N)c2=O)cc1	u	26%	-3%	6%	0%	-4	-26%	1%	u
CCN(c1ccccc1)S(=O)(=O)c1cccc(C(=O)NCC(c2cccs2)N2CCOCC2)c1 (stereo unspecified)	-6%	7%	10%	-2%	5%	-3	-27%	-1%	-12%
Cc1ccc(S(=O)(=O)N2CCN(c3ccccc3)CC2)cc1	8%	4%	2%	-2%	12%	0	13%[0.501 µM]	7%	2%
CCn1c(=O)cc(SCC(=O)Nc2ccc(C)cn2)c2ccccc21	12%	-2%	2%	3%	27%	-4	8%	-10%	-6%
Cc1ccsc1C(=O)NCC(=O)OCc1ccccc1	5%	7%	0%	2%	26%	-5	32%	0%	-2%
Cc1ccc2c(n1)sc1c(-c3ccccc3)c(C#N)c(N)nc12	-2%	16%	-2%	30%[activator]	48%	4	-50%	-1%	-13%
COC(=O)c1cc(NC(=O)CN2C(=O)C(=O)N(C3CCCC3)C2=O)cc(C(=O)OC)c1	-11%	6%	6%	2%	10%	-2	6%[12.7 µM]	0%	-8%
CN(CCC#N)C(=O)COC(=O)c1cccnc1Nc1ccccc1F	-6%	-2%	-2%	-4%	11%	1	-2%	-5%	-8%
CC1(C(=O)NCc2ccccn2)C=CCN1C(=O)c1ccccc1 (stereo unspecified)	4%	5%	4%	-4%	41%[activator]	0	4%	-8%	-16%
CCc1cc(C(c2ccc(OC)c(OC)c2)N2CCOCC2)c(NC(=O)c2ccccc2)s1 (stereo unspecified)	35µM*	7%	4%	-1%	u	-20	32µM*	20%	50µM*
CC(/C=C/c1ccccc1)=N\NC(N)=S	u	9%	-9%	-6%	u	2	u	i	-22%[57.1 µM]
O=C(CCS(=O)(=O)c1nc(-c2cccs2)cc(C(F)(F)F)n1)Nc1ccc(Br)cc1	0%	1%	20%	12%	48%[activator]	-4	-26%[59 µM]	2%	-3%
COC(=O)COC(=O)c1ccc(O)cc1	x	0%	-2%	0%	7%	-3	-6%[59 µM]	i	-21%

Entries of single compounds from above. Order of screens: BAZ2B block, GLS inhibitor, ERG-DNA inh, Pin1 inhibitor, HP1b chromo inh, PI4K2A block, G9a inh, PGK inhibitor, JMJD2A Tudor
`Cc1noc(C)c1C(=O)OCC(=O)Nc1ccc(S(N)(=O)=O)cc1` as listed: 6%, -14%, -3%, -1%, 22%, 10, 5%[12.7 µM], -7%, 9%
`O=c1[nH][nH]c(-c2ccccc2)c1C=Nc1ccc(F)cc1F` as listed: u, 19%, -1%, 0%, 25%, -7, u, -6%, -7%
